# UBC13 inh: blocks human UBC13 polyubiquitin chain formation | 330,000 tested, 0.47% active | P61088 | inhibition, % at 20 µM | TR-FRET; in the data active = inhibition above about 45%, passing the limit was not always enough
# Target sequence (P61088 whole entry, looked up): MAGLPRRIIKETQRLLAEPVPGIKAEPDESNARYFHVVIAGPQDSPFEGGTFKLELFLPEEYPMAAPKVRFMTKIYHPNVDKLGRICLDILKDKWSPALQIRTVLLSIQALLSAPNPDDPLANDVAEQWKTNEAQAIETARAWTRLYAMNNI
# HKDC1 inh: HKDC1 (human) hexokinase inhibition; Q2TB90; recombinant HKDC1, G6PDH/diaphorase resazurin coupled fluorescence; inhibition, % at 20 µM; 340,000 tested, 0.16% active;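 active = inhibition above about 35% when tested at 20 µM, limit read from the data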;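 also: plate controls were DMSO wells with enzyme for no effect and DMSO wells lacking enzyme for full effect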
#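 test system = in-house recombinant HK5 (HKDC1) enzyme | amount = HKDC1 at 5 µg/mL | control set = DMSO-enzyme wells negative, buffer-substituted wells positive | compound = one dose of 20 µM, 1% DMSO | schedule = reaction time 90 min, room temperature, protected from light | technique = resorufin fluorescence at 613 nm | reagent = glucose with 1 mM ATP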
# SENP1 inh: SENP1 (human) catalytic domain inhibition; Q9P0U3; recombinant SENP1 catalytic domain, CyPet-SUMO1-YPet FRET cleavage; inhibition, % at 10 µM; 360,000 tested, 0.21% active; AID 624204;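 active = inhibition at least 30% at 10 µM, raw YFP signal under a set limit, fluorescence ratio 0.5 to 1.5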;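 also: 0% = enzyme with DMSO and 100% = no enzyme wells; some results filed as inactive read as strong as hits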
#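 System: Recombinant human SENP1 catalytic domain, His6-tagged | Incubation: Enzyme reaction for 50 min at room temperature, dark | Medium: Tris pH 8 with BME, BSA, NP40 and catalase | Also added: 25 nM SUMO1 FRET substrate | Compound: 10 µM single point, 0.5% DMSO | Measured by: FRET fluorescence in CFP and YFP emission channels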
# SENP8 block-1: SENP8 protease inhibition. Q96LD8. purified SENP8, Z-RLRGG-aminoluciferin cleavage, luminescence. inhibition, % at 10 µM. 330,000 tested, 1.2% active. AID 2540; in the data active = inhibition above about 50%
# SENP8 block-2: blocks human SENP8 cleavage of Nedd8 substrate; Q96LD8; inhibition, % at 20 µM; recombinant SENP8, Nedd8 substrate fluorescence; AID 602440; 360,000 tested, 0.64% active; in the data active = inhibition mostly above about 40%, no sharp cut-off; inactive = mostly below about 27%
# SENP6 block: SENP6 protease inhibition; Recombinant SENP6 catalytic domain, aminoluciferin luminescence; AID 2599; Q9GZR1; 330,000 tested, 1.8% active; inhibition, % at 10 µM;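 active = inhibition above about 50% at the single tested dose, limit read from the data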;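 also: plate controls were DMSO wells with enzyme for no effect and DMSO wells lacking enzyme for full effect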
# Target sequence (Q9GZR1 628-1112 limits assumed): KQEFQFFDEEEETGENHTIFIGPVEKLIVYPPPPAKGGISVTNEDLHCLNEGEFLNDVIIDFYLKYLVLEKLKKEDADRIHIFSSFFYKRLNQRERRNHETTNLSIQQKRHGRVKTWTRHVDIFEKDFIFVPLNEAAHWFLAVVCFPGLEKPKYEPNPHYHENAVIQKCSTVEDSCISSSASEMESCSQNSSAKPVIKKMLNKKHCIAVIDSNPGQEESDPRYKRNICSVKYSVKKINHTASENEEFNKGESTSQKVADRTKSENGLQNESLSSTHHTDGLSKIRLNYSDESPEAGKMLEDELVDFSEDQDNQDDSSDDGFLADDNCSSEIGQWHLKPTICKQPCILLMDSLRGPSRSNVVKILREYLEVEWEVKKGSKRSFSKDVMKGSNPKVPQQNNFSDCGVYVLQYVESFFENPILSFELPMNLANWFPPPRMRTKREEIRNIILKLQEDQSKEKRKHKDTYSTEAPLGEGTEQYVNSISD
# SENP7 inh: blocks the human protease SENP7; Q9BQF6; recombinant SENP7, Z-RLRGG-aminoluciferin luminescence, 40 min; inhibition, % at 5 µM; 330,000 tested, 1.5% active; AID 434973;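 active = inhibition above about 50% at the single test dose, limit read from the data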;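 also: plate controls were DMSO with enzyme for no effect and no enzyme buffer wells for full effect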
# Target sequence (Q9BQF6 706-1050 limits assumed): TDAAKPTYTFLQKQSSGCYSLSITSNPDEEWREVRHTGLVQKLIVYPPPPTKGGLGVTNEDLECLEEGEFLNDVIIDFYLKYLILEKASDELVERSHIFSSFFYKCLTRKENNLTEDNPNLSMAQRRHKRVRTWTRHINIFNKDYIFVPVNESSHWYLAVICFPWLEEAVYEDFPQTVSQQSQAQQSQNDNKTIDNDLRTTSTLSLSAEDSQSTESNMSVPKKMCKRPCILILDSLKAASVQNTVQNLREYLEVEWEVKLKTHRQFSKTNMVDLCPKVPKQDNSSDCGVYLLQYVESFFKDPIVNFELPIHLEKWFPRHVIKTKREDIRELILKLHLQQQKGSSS
# PfG6PD inh: PfG6PD (Plasmodium falciparum) enzyme inhibition; 350,000 tested, 0.78% active; PfGluPho enzyme, NADPH resazurin-diaphorase fluorescence; AID 504690; inhibition, % at 20 µM;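 active = inhibition reaching at least a set limit at 20 µM in the primary screen, cut at about 59% in these data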;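 also: 0% = DMSO wells with substrate and 100% = DMSO wells lacking glucose-6-phosphate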
# MIN6 prolif: induces beta-cell replication in MIN6 cells | MIN6 cells proliferation, ATPlite luminescence, 48 h; cells starved in 0.2% serum; 100% = growth in 10% serum | proliferation, % at 10 µM | 330,000 tested, 0.29% active | AID 2380;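 active = compounds whose signal lies at least 3.5 SD above the mean of all wells on their plate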;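 also: 0% = DMSO-treated cells in low-serum medium and 100% = 10% serum control; some compounds called inactive have numbers as strong as hits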
# * marks the source's active call; other numbers are inactive results; nt = no result given.
# A first look (2 entries):
Molecule,UBC13 inh,HKDC1 inh,SENP1 inh,SENP8 block-1,SENP8 block-2,SENP6 block,SENP7 inh,PfG6PD inh,MIN6 prolif
CCOC(=O)N=Nc1c2ccccc2c2nc3no[nH]c3nc12,-176.6,33.2,1.8,31.1,94.5*,61.8*,31.5,69.3*,-5.4
COc1ccc(/C=C\c2nc(=O)c3ccccc3o2)cc1,4.1,0.5,-3.9,66.2*,-126.4,72.2*,62.8*,-19.8,-5.5

# The whole of this part, repeating the preview:
Molecule,UBC13 inh,HKDC1 inh,SENP1 inh,SENP8 block-1,SENP8 block-2,SENP6 block,SENP7 inh,PfG6PD inh,MIN6 prolif
CCOC(=O)N=Nc1c2ccccc2c2nc3no[nH]c3nc12,-176.6,33.2,1.8,31.1,94.5*,61.8*,31.5,69.3*,-5.4
COc1ccc(/C=C\c2nc(=O)c3ccccc3o2)cc1,4.1,0.5,-3.9,66.2*,-126.4,72.2*,62.8*,-19.8,-5.5
C=CCc1cc(Cl)ccc1OCCn1ccnc1,11.0,1.0,0.8,-4.8,4.9,3.8,2.1,3.9,-2.3
O=C(CN1C(=O)C(=O)N(CCC2=CCCCC2)C1=O)Nc1ccc(F)cc1F,9.3,-0.9,2.0,-1.6,18.0,4.7,-0.2,-1.3,0.9
CCn1nc(NC(=O)C(C)C)c2cc3ccc(C)cc3nc21,-6.3,2.9,-22.3,3.7,-285.7,-4.5,-3.7,6.2,-0.6
CCn1c(SCC(N)=O)nnc1-c1ccc(OC)c(OC)c1,-3.3,-6.8,-1.5,-3.5,3.4,-11.4,-1.6,15.7,2.4
CCN(c1ccccc1)S(=O)(=O)c1ccc(OCC(=O)N2CCCC2)cc1,3.1,-2.5,2.0,0.2,10.0,8.2,1.4,1.3,-1.3
CCOC(=O)CN1C(=O)C(O)=C(C(C)=O)C1c1ccc(F)cc1 (stereo not drawn),-6.1,-2.9,1.3,-6.2,4.4,-5.6,2.7,-2.7,-0.1
CCC(CC)C(=O)Nc1cccc(C(=O)NCCc2ccc(S(N)(=O)=O)cc2)c1,4.1,-7.5,1.6,1.2,19.2,-7.8,6.3,-1.9,-0.4
CC1=NN(C(=O)c2csc(C(C)C)c2)C(O)(C(F)(F)F)C1 (stereo not drawn),2.5,8.7,1.8,3.4,3.9,2.0,2.7,0.0,3.7
COc1cccc(NC(=O)CN(C)C(=O)/C=C/c2cn(-c3ccccc3)nc2-c2cccs2)c1,7.1,-2.8,-5.7,-2.9,-388.7,-12.9,-13.3,6.6,-6.7
COc1ccc(CC(=O)NC(CC(=O)O)c2cccc([N+](=O)[O-])c2)cc1 (stereo not drawn),-4.2,-10.1,-0.4,4.1,9.8,4.7,3.9,-1.2,-2.9
Cc1ccc(CN2CCN(/N=C/c3ccccc3)CC2)cc1,1.2,5.2,3.0,-3.6,9.1,-7.6,0.7,10.1,0.0
COCCCNC(=O)CCCN1C(=O)c2cccnc2Sc2ccccc21,2.4,-5.4,0.0,-5.4,10.2,1.6,-7.0,-8.3,0.2
CCOC(=O)Cn1c(CN2CC(C)OC(C)C2)nc2c1c(=O)n(C)c(=O)n2C (stereo not drawn),-1.9,-1.3,-2.4,4.3,6.6,-4.4,1.0,-11.2,0.5
CCCCC(=O)Nc1cc(OC)c(NC(=S)NC)cc1OC,-6.4,-5.5,-1.5,1.2,19.7,-8.1,6.3,7.0,3.4
CCN(CC)CCN(C(=O)CCS(=O)(=O)c1ccccc1)c1nc2cc(C)cc(C)c2s1,9.0,5.0,0.2,8.4,7.1,2.4,-7.4,-13.2,-7.0
CCOC(=O)c1c(C)[nH]c(C(=O)OCC(O)=C(C#N)c2nc3ccccc3[nH]2)c1C,nt,0.7,-55.3,nt,-70.7,nt,nt,-22.1,nt
CC1CCCN(CC(O)COCC2COc3ccccc3O2)C1 (stereo not drawn),3.2,-3.4,2.3,5.9,14.3,-7.4,1.9,-10.6,-1.1
O=C(CSc1nc2ccc(Nc3nc(N4CCOCC4)nc(N4CCOCC4)n3)cc2s1)Nc1ccccc1F,-12.3,1.0,-6.1,8.1,-25.1,-4.8,5.1,9.3,-1.6
O=C(NCCC1CCCCN1S(=O)(=O)c1ccc(F)cc1)C(=O)NC1CC1 (stereo not drawn),-5.9,0.4,-1.1,-7.6,-4.9,-5.6,-6.4,12.1,0.1
COc1cc(CNC23CC4CC(CC(C4)C2)C3)ccc1OCc1ccccc1,1.0,-2.5,-0.5,-14.7,9.0,7.9,3.4,-3.3,-5.3
COc1ccccc1NC(=O)Nc1nnc(Cc2ccc(F)cc2)s1,5.2,0.4,0.5,5.1,26.0,0.3,1.0,8.8,-2.0
CS(=O)(=O)C1=NN2C(=N)/C(=C\c3ccc(OCCOc4ccccc4)cc3)C(=O)N=C2S1,nt,9.6,-4.5,nt,-15.7,nt,nt,-49.6,nt
CCOC(=O)c1sc(NC(=O)CSc2nnc(C(C)C)n2CC)nc1C,-13.3,0.5,-3.1,-3.2,-8.0,-5.1,0.3,-16.9,-3.8
CCCCCCCCOC(=O)c1cc([N+](=O)[O-])c(Sc2ncnc3nc[nH]c23)c([N+](=O)[O-])c1,nt,13.4,7.8,nt,11.1,nt,nt,29.9,nt
Cc1ccc(-c2c(=O)n(O)c3ccccc3[n+]2[O-])cc1,-1.2,0.8,-24.3,4.9,-8.5,-10.3,2.4,21.5,-0.3
COc1ccc2[nH]c3c(c2c1)CCN1C(=O)C(CC(=O)NCc2ccco2)C[C@H](C(=O)N2CCOCC2)[C@@]31C (stereo partly drawn),nt,-4.2,3.9,nt,15.3,nt,-9.7,-2.9,nt
CCN1CCCC1CNC(=O)c1cc(COc2ccc(C)c(C)c2)on1 (stereo not drawn),10.7,-4.5,-11.6,-13.9,-6.7,-1.5,7.4,2.0,1.6
COc1c(OC(C)=O)ccc(/C=C/c2ccc3ccccc3n2)c1[N+](=O)[O-],-10.4,11.2,1.8,89.2*,18.8,93.8*,90.8*,-15.0,-5.2
CCCOc1ccc(C(=O)Nc2ccc3c(c2)OCCO3)cc1,-0.9,5.2,-0.4,72.9*,9.1,63.7*,76.3*,-1.7,-3.1
CCOc1ccc(Nc2nc(Cc3nnc(SCC(=O)c4ccc(C)c(C)c4)o3)cs2)cc1,-13.4,-6.8,1.5,-2.6,3.2,3.8,2.7,2.3,-4.1
CC1CN(C(=O)CCC(=O)N2CCCCC2)c2cc(Cl)ccc2O1 (stereo not drawn),2.2,-2.7,0.9,-6.1,11.0,-15.6,-7.3,16.4,2.2
Cc1cc(C)n(CCc2nc(-c3ccc(C)o3)cs2)n1,-11.2,-1.7,1.5,-4.7,12.8,5.1,-10.7,28.3,-5.1
CCCNC(=O)C1CC(=O)N(c2ccc(OCC(=O)Nc3cccc(C)c3C)cc2)C1 (stereo not drawn),6.8,-3.4,1.2,-4.8,6.6,-0.2,8.4,-7.7,1.4
CCC1=NNc2cccc3c(OC)ccc1c23,-63.6,nt,nt,7.6,nt,9.7,7.6,nt,-6.0
CCOc1cc(S(=O)(=O)n2cc(-c3ccc(F)cc3)c(N)n2)cc(OCC)c1OCC,-2.5,-3.2,2.1,-5.3,23.2,0.1,15.1,35.3,-1.4
O=C1[C@@H]2[C@H](C(=O)N1Cc1ccco1)[C@H]1C=C[C@@H]2C1,-4.3,1.2,1.6,-8.8,13.7,-5.4,-3.8,-13.4,5.3
CCOC(=O)Cn1c(C)cc(=O)c2cccc(C)c21,4.2,-5.4,-1.6,-1.0,9.3,-10.5,9.9,-18.7,-1.7
CCOc1ccc(CCNC(=O)COC(=O)c2ccncc2)cc1OCC,0.1,-9.9,-6.1,-8.6,-20.1,-13.1,-8.4,-10.2,-2.0
O=C(COC(=O)c1cnccn1)Nc1ccc(Cl)cn1,-0.3,0.8,-8.9,-1.1,-6.6,-5.3,-5.0,-11.2,-3.5
CC1CCN(CCCn2c(=S)[nH]c3c(sc4ccc([N+](=O)[O-])cc43)c2=O)CC1,-13.9,4.0,1.8,-3.6,12.4,-7.8,6.1,16.2,-2.5
Cc1ccc(S(=O)(=O)N2CCOCC2)cc1NC(=O)COC(=O)C1(C)CC1(Cl)Cl (stereo not drawn),11.9,2.8,-1.8,-2.6,9.7,-10.7,10.6,-5.7,-2.7
Cc1cc2c(cc(C(=O)OC(C(=O)NC3CCCCC3)C(C)C)n2C)o1 (stereo not drawn),-2.5,-1.3,-3.7,7.0,9.6,-1.9,8.0,1.1,-7.5
CC(Sc1ccccn1)C(=O)NC1CCCC1 (stereo not drawn),1.4,4.0,-1.0,1.7,21.6,-20.7,2.2,13.4,0.8
Cc1cc(NC(=O)CN2C(=O)NC3(CCCCC3)C2=O)no1,7.3,1.4,1.9,0.6,6.4,-1.0,3.1,-17.7,1.3
CCOC(=O)C1=C(C)N(CCCC(=O)O)C(=O)NC1c1cc2ccccc2c2ccccc12 (stereo not drawn),-4.4,nt,nt,3.1,nt,9.3,-4.2,nt,0.1
CCn1cc(C(=O)NCc2cccs2)c(=O)c2cc(S(=O)(=O)N3CCOCC3)ccc21,4.7,-9.0,nt,6.9,nt,-10.8,-4.6,-11.3,0.5
O=C(Nc1ccc(Cl)cn1)c1ccc2c(c1)OCCO2,3.6,13.8,-2.4,75.8*,6.6,76.8*,82.6*,-1.4,-4.2
CC(=O)c1ccccc1OCC(O)CN1CCN(c2ccccn2)CC1 (stereo not drawn),-4.0,-0.3,0.7,-11.8,12.8,-0.8,-12.4,0.5,-3.9

# (next part)
Molecule,UBC13 inh,HKDC1 inh,SENP1 inh,SENP8 block-1,SENP8 block-2,SENP6 block,SENP7 inh,PfG6PD inh,MIN6 prolif
CCOc1ccccc1CN1CCC(N2CCC(C(=O)NC3CC3)CC2)CC1,1.6,-2.4,-4.3,1.6,3.6,-11.0,-2.8,-0.2,1.6
CCOC(=O)N1CCN(S(=O)(=O)c2ccc3c(c2)CCN3C(=O)CC)CC1,6.7,-3.9,0.5,4.7,15.7,14.0,3.4,-9.9,0.9
Cc1ccc(Nc2nc(C(=O)N3CCC(C(=O)NC(C)C)CC3)cs2)cc1,15.7,-5.8,5.1,-3.5,13.1,-4.8,0.9,23.6,-0.3
Cc1cccc(C)c1NC(=O)CNC(=O)c1ccc(COc2ccccc2)o1,1.1,0.5,0.6,2.6,2.5,16.5,3.5,-17.5,-3.6
CCOC(=O)c1ccc(NC(=O)Nc2cc(C)cc(C)n2)cc1,5.6,nt,nt,0.8,nt,-25.9,-4.4,nt,-0.6
O=c1c2c3nc4ccccc4nc3n(Cc3ccccc3)c2ncn1Cc1ccco1,nt,12.3,-23.3,nt,-399.0,nt,nt,55.9,nt
Nc1ccc(-c2nc3ccc([N+](=O)[O-])cc3[nH]2)cc1,-22.5,-2.3,49.3*,30.1,36.7,50.5*,41.7,32.4,-3.0
CC(C)Cc1ccc(C(C)C(=O)Nc2cccnc2)cc1 (stereo not drawn),1.4,8.2,-0.8,-10.8,5.9,-28.3,11.1,-24.6,-4.1
CCOC(=O)c1c(CC(C)C)csc1NC(=O)C(C)C,2.7,4.8,-0.6,2.2,23.6,-4.2,7.2,-7.7,-0.8
O=C(CN1CCN(C(=O)c2cccc(-n3cnnn3)c2)CC1)Nc1ccccc1Cl,-0.4,5.3,-0.2,3.4,-2.0,-14.8,9.1,3.9,-3.6

# Screening data deposited in PubChem BioAssay by Sanford-Burnham Center for Chemical Genomics.
